Bioassay records from PubChem.
RXFP1 antag: qHTS Assay for Antagonists of the Relaxin Receptor RXFP1; Relaxin receptor 1 (Homo sapiens), Q9HBX9; HEK293-RXFP1, relaxin-stimulated cAMP HTRF, 30 min; hits give low values; activity change, negative = inhibition, % at 57.5 µM; hit rate 0.59% among 350,000;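 active means activity change of -60% or lower, but not beyond a set lower limit; inconclusive means change between -60% and -40%, or beyond the set limit; inactive means change above -40%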; further: on the % scale 0 is the no-effect control and ±100 the full control effect
D1 agonist: Allosteric Agonists of the Human D1 Dopamine Receptor: qHTS. activation, % at 2 µM. AID 504660, 2011. hit rate 1% among 360,000. D(1A) dopamine receptor (Homo sapiens), P21728. HEK293 T-REx D1 cells, calcium flux, agonist mode; in the data active means activation above about 30%; further: 0% is about no effect
Target sequence (P21728 whole entry, looked up): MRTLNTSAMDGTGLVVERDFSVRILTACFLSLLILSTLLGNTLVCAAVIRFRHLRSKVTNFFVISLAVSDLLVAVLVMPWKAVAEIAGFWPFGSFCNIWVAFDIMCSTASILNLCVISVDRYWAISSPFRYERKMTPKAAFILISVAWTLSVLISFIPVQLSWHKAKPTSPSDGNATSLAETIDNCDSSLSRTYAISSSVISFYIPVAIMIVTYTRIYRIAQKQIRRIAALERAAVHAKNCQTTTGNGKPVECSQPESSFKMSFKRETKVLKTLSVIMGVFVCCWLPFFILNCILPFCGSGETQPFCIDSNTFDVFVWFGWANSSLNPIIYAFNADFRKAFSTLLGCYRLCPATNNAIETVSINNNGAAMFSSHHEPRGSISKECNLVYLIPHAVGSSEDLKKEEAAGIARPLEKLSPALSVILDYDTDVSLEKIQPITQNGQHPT
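Tetracycline-induced HEK293 TREx D1 cells, force-coupled to calcium signalling, were dye-loaded with a no-wash calcium kit. Compound was pin-added after a 10 s baseline. Fluorescence was read kinetically at 1 cycle/s for 180 s, with calcium rises flagged as agonism.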
D1 PAM: Potentiators of Human D1 Dopamine Receptor: qHTS | D(1A) dopamine receptor (Homo sapiens), P21728 | HEK293 TREx D1 cells, calcium flux, dopamine EC20 potentiation | potentiation, % at 10 µM | hit rate 0.036% among 360,000; in the data active means potentiation above about 30%; further: 0% is about no effect
D1 antag: Antagonist of Human D 1 Dopamine Receptor: qHTS; hit rate 3.2% among 360,000; D(1A) dopamine receptor (Homo sapiens), P21728; activity change, negative = inhibition, % at 10 µM; HEK293 TREx D1 cells, calcium flux, dopamine EC80; hits give low values; in the data active means activity change below about -30%; further: on the % scale 0 is the no-effect control and ±100 the full control effect
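Compound effects on dopamine-evoked calcium signalling were measured in tetracycline-induced HEK293 Trex D1 cells. Dopamine at EC80 followed a 180 s compound pre-read, and fluorescence was tracked kinetically for 180 s more.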
Vif-A3F inh: qHTS for Inhibitors of Vif-A3F Interactions: qHTS; hit rate 0.2% among 390,000; Potency, µM (series often up to 46.1 µM), for the others: top-dose activity, negative = active; HeLa A3F-eYFP + Vif (tagged APOBEC3F with the HIV-1 protein that degrades it), YFP fluorescence increase; further: potency means the concentration at half of the fitted maximal effect; % of control where 0% means no effect; nearly all actives have a fitted effect of over 65% in size
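HeLa cells stably expressing A3F-eYFP plus Vif, plated and incubated overnight at 37 deg C, then exposed to compounds overnight at 37 deg C. Blocked degradation read as raised yellow fluorescence (Ex 488/Em 500-530).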
RXFP1 agonist: qHTS Assay for Agonists of the Relaxin Receptor RXFP1; Relaxin receptor 1 (Homo sapiens), Q9HBX9; HEK293T-RXFP1 cAMP TR-FRET, 30 min; response scale: percent of porcine relaxin response, buffer zero; Potency, µM (doses to about 57.5 µM), without a hit: top-dose activation, most hits filed as activators; hit rate 0.3% among 370,000; AID 2676, 2010; further: potency means the concentration at half of the fitted maximal effect; on the % scale 0 is the no-effect control and ±100 the full control effect; nearly all actives have a fitted effect of over 60% in size; many of its hits are not listed in these tables
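HEK293T cells stably expressing RXFP1 were pretreated with the PDE4 inhibitor Ro 20174, exposed to compounds for 30 min at 37C, lysed, and cAMP was read by TR-FRET. Data normalized to buffer (basal) and 29 nM porcine relaxin (100%).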
D2 PAM: HTS Assay for Positive Allosteric Modulators of the Human D2 Dopamine Receptor: Primary Screen for Potentiators | potentiation, % at 10 µM | AID 485347, 2010 | D(2) dopamine receptor (Homo sapiens), P14416 | hit rate 0.34% among 340,000 | HEK293 T-REx D2, calcium flux, EC20 dopamine potentiation;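 active means potentiation over 3 SD above the plate norm, cut at about 30% in these data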; further: 0% is about no effect
Target sequence (P14416 whole entry, looked up): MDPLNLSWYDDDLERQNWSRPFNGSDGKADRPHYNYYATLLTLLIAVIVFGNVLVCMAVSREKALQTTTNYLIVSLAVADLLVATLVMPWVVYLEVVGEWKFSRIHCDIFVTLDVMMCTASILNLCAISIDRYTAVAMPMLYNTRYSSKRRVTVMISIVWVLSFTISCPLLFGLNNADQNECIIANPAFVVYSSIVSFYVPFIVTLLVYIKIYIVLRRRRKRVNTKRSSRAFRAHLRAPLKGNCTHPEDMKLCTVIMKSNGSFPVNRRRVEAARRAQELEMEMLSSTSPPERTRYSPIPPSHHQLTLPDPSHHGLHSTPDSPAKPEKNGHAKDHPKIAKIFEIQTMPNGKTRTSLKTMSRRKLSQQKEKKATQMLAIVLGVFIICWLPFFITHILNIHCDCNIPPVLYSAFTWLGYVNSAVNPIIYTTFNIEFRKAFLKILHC
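Calcium flux readout, no-wash dye, 1 read/s. Inducible HEK293 Trex D2 line, overnight 30 C. Compound alone 180 s (agonist flags), then EC20 dopamine, another 180 s to score potentiation.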
Glioma ERSR ind: qHTS for Inducers of the Endoplasmic Reticulum Stress Response (ERSR) in Human Glioma: qHTS | hit rate 0.02% among 420,000 | Potency, µM, without a hit: at the highest dose activation, actives largely listed as activators | U87-MG GRP78 promoter luciferase reporter, 16 h; further: potency means the concentration at half of the fitted maximal effect; series mostly up to about 76 µM; % of control where 0% means no effect; nearly all actives have a fitted effect of over 35% in size
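Stably transfected U87-MG glioma cells carrying a GRP78-based luciferase sensor; 16 h compound incubation. Luminescence end-point read 10 min after Bright-Glo addition at room temperature.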
Vif-APOBEC3G blk: qHTS for Inhibitors of Vif-A3G Interactions: qHTS; DNA dC->dU-editing enzyme APOBEC-3G (Homo sapiens), Q9HC16; HeLa A3G-eYFP + Vif (tagged APOBEC3G with the HIV-1 protein that degrades it), YFP fluorescence, overnight; Potency, µM (titrated, usually from 46.1 µM), inactives show at the top dose activity, negative = active, hits mostly inhibitors; hit rate 0.076% among 410,000; AID 602310, 2012;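 further: potency means the concentration at half of the fitted maximal effect; on the % scale 0 is the no-effect control and ±100 the full control effect; nearly all actives have a fitted effect of over 60% in size; hits raise eYFP signal because A3G escapes Vif-driven loss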
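HeLa cells stably expressing Vif and C-terminally eYFP-tagged A3G, seeded overnight at 37 deg C, then exposed to compound by pintool overnight at 37 deg C. Rise in yellow fluorescence (Ex 488/Em 500-530, Acumen) marks blocked Vif-driven A3G degradation.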
* = called active by the depositor; ? = inconclusive; . = no result given. Unless noted, the call rests on the fitted dose curve; in most records, active means well fitted curve in the direction sought with a large enough effect; inconclusive means small, poorly fitted or top-dose-only effect, or another doubt; inactive means no such curve, though single readings can be large; an effect the other way counts as inactive or inconclusive. Only part of the results is shown. The share of hits here may be higher or lower than overall.

no.	compound	RXFP1 antag	D1 agonist	D1 PAM	D1 antag	Vif-A3F inh
1	Cc1ccc(S(=O)(=O)N2C[C@H]3C(=O)C[C@@H](c4ccc(Cl)cc4)N(S(=O)(=O)c4ccccc4C)[C@H]3C[C@H]2c2ccc(Cl)cc2)cc1	-5	.	.	.	-6%
2	COc1ccc(CNC(=O)c2cnn3c(C(F)F)cc(C)nc23)cc1	10	0	4	-11	-2%
3	Cc1ccc(C)c(C(=O)CN2C(=O)CCC2=O)c1	1	2	-2	6	0%
4	CC(C)Oc1ccc(CNC(=O)C(C)n2ccc3cc(S(=O)(=O)N4CCCCCC4)ccc32)cc1 (configuration not stated)	-18	4	-1	-4	1%
5	COc1oc(-c2ccccc2C)nc1C(F)(F)F	18	1	-2	-1	-21%
6	COc1ccc2c(CC(=O)N3CCN(S(=O)(=O)c4ccc(F)cc4)CC3)coc2c1	4	0	3	-17	0%
7	N#Cc1c(N)n(-c2cccc(C(=O)O)c2)c2nc3ccccc3nc12	7	10	2	13	?
8	COc1ccc2c(c1)n([O-])c1c([n+]2=O)CCC1	-3	0	3	-4	2%
9	Cn1c(C(=O)O)cnc1Sc1ncc(C(F)(F)F)cc1Cl	-7	3	-1	-7	0%
10	OCC[C@H]1C[C@H](O)[C@@H](O)[C@@]2(Cc3ccccc3CO2)O1	.	1	0	-12	8%

no.	RXFP1 agonist	D2 PAM	Glioma ERSR ind	Vif-APOBEC3G blk
1	.	.	1%	-2%
2	6.2%	6	-5%	-10%
3	1.4%	-8	-2%	-8%
4	-0.9%	-1	-3%	-1%
5	0.0%	-12	-6%	1%
6	-1.1%	-11	-4%	0%
7	15%	14	-5%	?
8	5.0%	10	-6%	1%
9	-0.6%	13	-2%	0%
10	-0.5%	0	-4%	1%

Next section
no.	compound	RXFP1 antag	D1 agonist	D1 PAM	D1 antag	Vif-A3F inh
11	CCc1ccc2nc(N(Cc3cccnc3)C(C)=O)sc2c1	16	-2	-3	.	1%
12	Cc1ccc(NC(=O)c2cc([N+](=O)[O-])ccc2NCc2cccnc2)cc1	0	0	-12	-36*	-3%
13	CN(Cc1ccc(-n2cccn2)cc1)C(=O)c1cnn2c1NC(c1ccco1)CC2C(F)(F)F (configuration not stated)	.	7	-3	-10	3%
14	COCc1ccc(-c2c(-c3cccc(OC)c3)sc3ccc(OC)cc23)cc1	.	12	-3	.	-2%
15	CCN1CCN(C(=O)c2cc(COc3ccc(F)cc3F)on2)[C@@H](C)C1=O	8	17	-5	-4	8%
16	COc1ccc(Cn2c(=O)oc3ccccc32)cc1OC	4	.	.	.	-9%
17	CN1CCN(C2Cc3cc(F)ccc3Sc3ccc(Cl)cc32)CC1 (configuration not stated)	-5	.	.	.	-13%
18	COc1ccccc1-c1c(C#N)c(N)nc2c1CCC2	-8	2	-6	-3	0%
19	Brc1cccc(-c2cnc3n2CCCCC3)c1	-4	30	-11	-25	-11%
20	O=[N+]([O-])c1cc(S(=O)(=O)NCCc2ccccn2)ccc1Cl	-17	1	.	2	-10%

no.	RXFP1 agonist	D2 PAM	Glioma ERSR ind	Vif-APOBEC3G blk
11	2.4%	-6	3%	12%
12	-1.2%	-3	-5%	-8%
13	2.6%	6	-5%	0%
14	3.5%	7	-2%	-12%
15	0.9%	0	-1%	0%
16	.	.	0%	1%
17	.	.	-7%	-8%
18	-1.4%	-2	2%	3%
19	-1.5%	1	0%	0%
20	1.0%	-1	-5%	3%

The results go on:
no.	compound	RXFP1 antag	D1 agonist	D1 PAM	D1 antag	Vif-A3F inh
21	COC(=O)c1ccccc1NC(=O)C1CCCN(S(=O)(=O)c2ccccc2)C1 (configuration not stated)	-2	5	0	-14	3%
22	CC(=O)c1cccc(CN2CCN(C(C)C)C(CCO)C2)c1 (configuration not stated)	-9	2	1	-5	4%
23	O=C(CN1C(=O)NC2NC(=O)NC21)NN=C1CCCC1 (configuration not stated)	-7	1	-9	16	-4%
24	c1ccc(-c2nc(CSc3n[nH]c(-c4cccs4)n3)cs2)cc1	2	6	-4	-13	-7%
25	COc1ccc(-n2c(/C=C(\C)O)nc(=O)c3c(C)cc(C)nc32)cc1	-15	-2	13	-6	3%
26	CCCNC(=O)N(C)C[C@@H]1Oc2ncc(Br)cc2C(=O)N([C@H](C)CO)C[C@@H]1C	8	.	.	.	-8%
27	Cc1ccc(NC(=O)C(=O)NCC(c2cccnc2)N2CCN(C)CC2)cc1F (configuration not stated)	-4	1	-2	-3	1%
28	Cn1c(C23CC4CC(CC(C4)C2)C3)n[nH]c1=S	-8	-2	1	0	-11%
29	O=C(CSc1cccc[n+]1[O-])NN(c1ccccc1)c1ccccc1	5	0	-2	-15	5%
30	COc1ccc(CCNC(=O)CCc2c(C)c3cc4c(C)c(C)oc4cc3oc2=O)cc1	-3	1	-3	0	-11%

no.	RXFP1 agonist	D2 PAM	Glioma ERSR ind	Vif-APOBEC3G blk
21	-0.5%	.	-9%	4%
22	-3.1%	1	-1%	-2%
23	-0.8%	2	-2%	-1%
24	7.6%	6	-1%	-1%
25	0.0%	21	-1%	-7%
26	.	.	-7%	0%
27	-2.1%	-16	-3%	0%
28	0.7%	17	-4%	0%
29	-1.4%	-3	4%	1%
30	4.4%	4	-1%	6%

Quoted at random: 5 records from the list.
no.	compound	RXFP1 antag	D1 agonist	D1 PAM	D1 antag	Vif-A3F inh
20	O=[N+]([O-])c1cc(S(=O)(=O)NCCc2ccccn2)ccc1Cl	-17	1	.	2	-10%
15	CCN1CCN(C(=O)c2cc(COc3ccc(F)cc3F)on2)[C@@H](C)C1=O	8	17	-5	-4	8%
25	COc1ccc(-n2c(/C=C(\C)O)nc(=O)c3c(C)cc(C)nc32)cc1	-15	-2	13	-6	3%
12	Cc1ccc(NC(=O)c2cc([N+](=O)[O-])ccc2NCc2cccnc2)cc1	0	0	-12	-36*	-3%
4	CC(C)Oc1ccc(CNC(=O)C(C)n2ccc3cc(S(=O)(=O)N4CCCCCC4)ccc32)cc1 (configuration not stated)	-18	4	-1	-4	1%

no.	RXFP1 agonist	D2 PAM	Glioma ERSR ind	Vif-APOBEC3G blk
20	1.0%	-1	-5%	3%
15	0.9%	0	-1%	0%
25	0.0%	21	-1%	-7%
12	-1.2%	-3	-5%	-8%
4	-0.9%	-1	-3%	-1%

Remaining list, next part
no.	compound	RXFP1 antag	D1 agonist	D1 PAM	D1 antag	Vif-A3F inh
31	COc1ccc(OC)c(CNC(=O)Cc2c(C(=O)O)[nH]c3ccc(Cl)cc23)c1	-1	2	-6	-5	-5%
32	O=C(c1cccc(Cl)c1)N1c2nc(-c3ccco3)nn2C2(CCCCC2)[C@@H]2CCCC[C@@H]21	-4	0	0	5	0%
33	CC1CC(C)(C)OC(c2ccc(C(C)C)cc2)O1 (configuration not stated)	3	.	.	.	0%
34	COc1ccc(N(Cc2cc(=O)[nH]c3ccccc23)C(=O)CCl)cc1	6	3	2	13	3%
35	Cc1ccc(S(=O)(=O)N2CCN(c3nc(CN4CCCC4)nc4sc(C)c(C)c34)CC2)cc1	-10	0	5	-35*	0%
36	O=C(CNS(=O)(=O)c1c(Cl)cccc1Cl)N1CCCCCC1	0	2	0	19	-9%
37	COCCNC(=O)c1cc(-c2ccc(OC)c(OC)c2)on1	-1	1	-2	5	-9%
38	O=C(CSc1cn(CCNC(=O)c2ccc3ccccc3c2)c2ccccc12)NCc1ccco1	-8	0	-10	-13	10%
39	Cc1cc(=O)[nH]c(N/N=C/c2cccc(Br)c2)n1	11	0	-9	-4	?
40	CCOc1ccc(NC(=O)CCN2C(=O)c3cccc([N+](=O)[O-])c3C2=O)cc1	-2	0	-6	-2	-7%

no.	RXFP1 agonist	D2 PAM	Glioma ERSR ind	Vif-APOBEC3G blk
31	-1.1%	7	3%	0%
32	0.6%	9	-2%	1%
33	.	.	-3%	-2%
34	-0.2%	1	-14%	?
35	1.6%	-19	0%	2%
36	-0.1%	-5	9%	2%
37	-2.5%	12	0%	1%
38	0.8%	10	5%	-7%
39	-1.6%	4	1%	0%
40	3.2%	4	0%	1%

(next part)
no.	compound	RXFP1 antag	D1 agonist	D1 PAM	D1 antag	Vif-A3F inh
41	Cc1ccc(C)c(NC(=O)Cn2c(=O)ccc3cc(S(=O)(=O)N4CCCC4)ccc32)c1	.	1	-1	1	3%
42	COc1cc([N+](=O)[O-])ccc1NC(=O)COC(=O)c1n[nH]c2ccccc12	2	5	-4	-7	7%
43	COc1cccc(CNC(=O)C(C)n2nc(C)n3c(cc4occc43)c2=O)c1 (configuration not stated)	-9	-1	4	3	1%
44	O=C(/C=C/c1ccc(F)cc1)NC(=S)Nc1ccccc1C(=O)NC1CCCCC1	-7	.	.	.	-19%
45	O=C(N/N=C/c1ccc(Br)s1)c1ccc([N+](=O)[O-])cc1	1	2	-2	-13	9%
46	COc1ccc(S(=O)(=O)N(C)CC(=O)NCCC2=CCCCC2)cc1OC	23	0	-7	8	-4%
47	Cc1ccc2cc3cc(C(=O)N4CCN(c5ccc(Cl)cc5)CC4)oc3nc2c1	.	6	0	-21	0%
48	CCOC(=O)C(=O)NCC(c1cccs1)S(=O)(=O)c1ccc(F)cc1 (configuration not stated)	-3	-1	5	6	6%

no.	RXFP1 agonist	D2 PAM	Glioma ERSR ind	Vif-APOBEC3G blk
41	-0.3%	14	-5%	0%
42	4.1%	-2	0%	-13%
43	11%	7	-5%	4%
44	-0.2%	.	-1%	-1%
45	-2.1%	-12	0%	1%
46	0.8%	3	-1%	-8%
47	7.3%	-6	-2%	1%
48	-0.6%	0	-4%	1%
